# Compound activity (PubChem BioAssay)
# Vc quorum ag: inducers of Vibrio cholerae quorum light production without autoinducers; 350,000 tested, 0.16% active; V. cholerae BH1578 lux reporter, luminescence, 6 h; activation, % at 18.7 µM; in the data active = activation mostly above about 9.7%, no sharp cut-off; also: not every result past the cut was called active; inactives centre near 0; reference of the scale not given here
# DUSP3 inh: DUSP3 (human) phosphatase inhibition; 290,000 tested, 0.52% active; AID 1654; P51452; inhibition, % at 13.3 µM; recombinant VHR phosphatase, pNPP absorbance; in the data active = inhibition above about 50%; also: some compounds called inactive have numbers as strong as hits
# SARS 3CLpro inh: SARS-CoV 3CLpro protease inhibition. AID 1706. P0C6X7. 290,000 tested, 0.14% active. inhibition, % at 6 µM. recombinant SARS-CoV 3CLpro, quenched FRET peptide cleavage; in the data active = inhibition above about 12%
# MazF activator: MazEF (E. coli) toxin RNase activation; P0AE70; FAM/BHQ RNA-DNA oligo cleavage fluorescence, 5 h; activation, % at 20 µM; 350,000 tested, 0.32% active; in the data active = activation above about 50%
# PrPC surface inh: inhibitors of human cell surface prion protein PrPC; inhibition, % at 13.8 µM; 370,000 tested, 0.43% active; TR-FRET read-out; P04156; in the data active = inhibition above about 24%; also: 0% = median of the test wells and 100% = reference compound wells
# TcdB GH inh: blocks C. difficile toxin B glycohydrolase activity; P18177; inhibition, % at 9.99 µM; 350,000 tested, 0.24% active; TcdB glycohydrolase enzymatic assay, plate reader; in the data active = inhibition above about 10%
# CCHF vOTU inh: CCHFV vOTU protease inhibition; Pep-AMC fluorescence; inhibition, % at 11.5 µM; 370,000 tested, 0.55% active; AID 651958; in the data active = inhibition above about 30%; also: 0% = vehicle wells with enzyme and 100% = no enzyme wells
# Rv3671c inh: Rv3671c (M. tuberculosis) protease inhibition; P9WHR9; inhibition, % at 5.96 µM; 320,000 tested, 0.048% active; in the data active = inhibition above about 38%;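 also: extracellular domain of Rv3671c used as enzyme; 0% = enzyme with DMSO and 100% = no enzyme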
# SSB-PriA inh: K. pneumoniae PriA-SSBct interaction inhibition | AID 1272365 | inhibition, % at 33 µM | 430,000 tested, 0.6% active | AlphaScreen SSBct-PriA binding, biotinylated peptide; in the data active = inhibition mostly above about 37%, no sharp cut-off; inactive = mostly below about 20%;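 also: plate controls were negative control peptide for no effect and reference peptide for full effect; strong numbers were not always called active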
# Y pestis TopoI: blocks Yersinia pestis topoisomerase I activity | Y. pestis Topo-I cleavage product accumulation, plate reader | activity, % at 10 µM | 360,000 tested, 0.064% active | AID 504884; in the data active = activity above about 50%, passing the limit was not always enough; also: inactives centre near 2
# Active calls of the source: *; i = inactive; / = no result given; & = joins results of further samples. An excerpt; the hit share may differ from the screen's.
item	SMILES	MazF activator	CCHF vOTU inh	PrPC surface inh	Y pestis TopoI	Vc quorum ag	SARS 3CLpro inh	TcdB GH inh	SSB-PriA inh	DUSP3 inh	Rv3671c inh
1	Cc1nc2ccccc2n1CC(O)c1ccccc1 (configuration not stated)	11	-3	-1	13	-0.2	0	1.6	-4	20	-3
2	COc1ccc(C(CCNCc2ccc(OC(C)C)cc2)c2ccccc2OC)cc1 (configuration not stated)	14	10	-8	16	0.8	-2	0.6	5	-9	-1
3	CCN(CC)S(=O)(=O)c1cccc(C(=O)N2CC(O)CC2C(=O)OC)c1 (configuration not stated)	0	-8	6	-15	3.2	3	/	-12	21	-8
4	O=C(CSc1nnc(-c2cccs2)n1-c1ccccc1)NCc1ccc2c(c1)OCO2	-2	-24	-3	4	i	3	/	-9	-13	-6
5	O=C(Nc1cnn(Cc2ccccc2)c1)c1cc2nc(-c3ccco3)cc(C(F)(F)F)n2n1	1	10	-4	-1	i	-4	/	-14	28	-17
6	Cc1nc2cc3sc(C)nc3cc2s1	3	-8	2	3	3.3	2	0.0	-6	21	2
7	CN1CCN(Cc2nc3ccccc3c(=O)n2Cc2nc(-c3ccc4ccccc4c3)cs2)CC1	1&6	7&-12	-19&-6	-6&1	-0.2	-5	1.3&0.4	24	13	-11
8	COc1ccccc1NC(=O)c1cc2c(=O)n(C)c3ccccc3c2n1C	7	3	2	-3	-0.6	1	-0.1	-6	-9	-13
9	COc1ccc(C2/C(=C(\O)c3ccc4c(c3)OCCO4)C(=O)C(=O)N2c2nc(C)c(C(C)=O)s2)cc1 (configuration not stated)	0	10	-2	18	-2.6	6	2.5	/	-6	-5
10	O=C(Nc1ccccc1OC(=O)N1CCOCC1)N1CCOCC1	-2	2	2	3	-3.6	-6	/	-7	-8	3
11	N#CC1=C(N)Oc2n[nH]c(-c3cccs3)c2C1c1ccncc1 (configuration not stated)	3	11	-2	2	i	-1	-1.7	1	7	-7
12	Cc1cccc(NS(=O)(=O)c2cccc(C(=O)N3CCCC(C(F)(F)F)C3)c2)c1 (configuration not stated)	3	15	6	-4	1.5	/	-0.6	-13	/	-4
13	O=C(Nc1ccccc1)c1ccc(S(=O)(=O)N2CCOCC2)cc1	-5	-9	-1	-3	0.4	-4	/	-6	36	0
14	CC1(C)CNC(=O)CC(C)(C)N1O	7	1	-2	3	-0.9	1	/	-8	-4	-2
15	Cc1ccsc1/C=N/NC(=O)c1ccc2c(c1)OCCO2	1	2	4	4	-0.5	0	2.4	i	8	8
16	CC1(C)C(C=C(Cl)Cl)C1C(=O)N(Cc1ccccc1Cl)C1CCS(=O)(=O)C1 (configuration not stated)	-4	2	6	40	-0.4	4	1.4	-7	-4	1
17	ON(CCc1ccccn1)CCc1ccccn1	-31	/	/	14	1.1	/	/	-1	/	/
18	O=C(O)c1cccc(N/N=C/c2ccc(OC(F)(F)F)cc2)c1	0	21	-1	8	-0.3	-1	-2.5	/	-22	-3
19	COc1ccc(Cn2nnnc2C(c2cc3cccc(C)c3[nH]c2=O)N2CCOCC2)cc1 (configuration not stated)	4	-10	-5	-1	-0.4	4	/	-12	21	4
20	Cc1cccc(C(=O)Nc2cc(S(=O)(=O)N3CCOCC3)ccc2N2CCCCC2)c1	-8	-9	8	28	-0.3	/	3.5	-17	/	-10

# Entries shown so far that have a carbonyl joined to an NH by a bond outside any ring, in the order listed:
item	SMILES	MazF activator	CCHF vOTU inh	PrPC surface inh	Y pestis TopoI	Vc quorum ag	SARS 3CLpro inh	TcdB GH inh	SSB-PriA inh	DUSP3 inh	Rv3671c inh
4	O=C(CSc1nnc(-c2cccs2)n1-c1ccccc1)NCc1ccc2c(c1)OCO2	-2	-24	-3	4	i	3	/	-9	-13	-6
5	O=C(Nc1cnn(Cc2ccccc2)c1)c1cc2nc(-c3ccco3)cc(C(F)(F)F)n2n1	1	10	-4	-1	i	-4	/	-14	28	-17
8	COc1ccccc1NC(=O)c1cc2c(=O)n(C)c3ccccc3c2n1C	7	3	2	-3	-0.6	1	-0.1	-6	-9	-13
10	O=C(Nc1ccccc1OC(=O)N1CCOCC1)N1CCOCC1	-2	2	2	3	-3.6	-6	/	-7	-8	3
13	O=C(Nc1ccccc1)c1ccc(S(=O)(=O)N2CCOCC2)cc1	-5	-9	-1	-3	0.4	-4	/	-6	36	0
15	Cc1ccsc1/C=N/NC(=O)c1ccc2c(c1)OCCO2	1	2	4	4	-0.5	0	2.4	i	8	8
20	Cc1cccc(C(=O)Nc2cc(S(=O)(=O)N3CCOCC3)ccc2N2CCCCC2)c1	-8	-9	8	28	-0.3	/	3.5	-17	/	-10

# More records:
item	SMILES	MazF activator	CCHF vOTU inh	PrPC surface inh	Y pestis TopoI	Vc quorum ag	SARS 3CLpro inh	TcdB GH inh	SSB-PriA inh	DUSP3 inh	Rv3671c inh
21	COc1ccc(/C=C(\NC(=O)c2ccco2)C(=O)Nc2ccc(C(C)=O)cc2)cc1	8	15	-3	1	i	-3	0.9	-6	-9	/
22	O=C(Nc1ccc(S(=O)(=O)NC2CCCC2)cc1)c1cnccn1	4	-1	4	3	i	2	/	-11	-12	-7
23	COc1ccc(C(=O)/C=C/c2ccc(-c3ccccc3)cc2)cc1CSCC(=O)O	/	30*	6	24	-0.3	11	-1.0	/	18	/
24	Cc1cccn(Cc2c(Cl)cccc2Cl)c1=O	3	-1	-3	1	-0.2	/	0.9	-8	/	9
25	CCN(CC)c1ccc2cc(C(N)=O)c(=N)oc2c1	i	-11	-26	6	-0.7	-7	0.1	-10	12	3
26	CSCC[C@H](NC(=O)CC(C)(C)C)c1nc2ccccc2[nH]1	-2	-7	1	3	-2.9	3	/	4	30	-3
27	Cc1ccc(S(=O)(=O)CCC#N)cc1	5	-6	-3	-3	0.4	-2	0.2	-5&-12	1	-4
28	COc1ccc(C)cc1S(=O)(=O)N(C)CC(=O)NCc1ccco1	13	1	-1	5	0.5	5	/	4	6	7
29	NC(=O)c1ccccc1N/C=C/C(=O)c1ccc(Cl)cc1	8	-3	-9	9	0.6	-9	/	/	30	0
30	CN(C(=O)CSc1cccc[n+]1[O-])C1CCCCC1	3	8	5	7	-0.4	/	1.0	-6	/	0
31	COc1cc(C(c2nnnn2C2CCCC2)N2CCN(C(=O)c3ccco3)CC2)cc(OC)c1OC (configuration not stated)	-4	-10	-2	-4	-0.2	-2	1.0	1	-7	2
32	COc1ccc(OC)c(-c2nc3ccccc3nc2-c2ccccc2)c1	-4	9	2	17	-0.4	9	3.3	-39	-8	2
33	NNC(=O)c1cc(-c2ccccc2)sc1N	7	4	-3	-19	4.8	2	1.1	9	4	2
34	Cc1cccc(C(C)C)c1NC(=O)COC(=O)c1cc2ccccc2oc1=O	1	0	-2	8	i	/	2.1	-11	/	1
35	Cn1c(O)c(Cc2cccc(Cl)c2Cl)c(=O)n(C)c1=O	7	-8	1	6	i	1	-1.2	-8	21	-2
36	C=CCn1c(SCC(=O)c2ccc(O)c(O)c2)nnc1-c1ccccc1OC	4	0	6	8	i	7	-0.6	-5	13	-3
37	CN(CCc1ccccn1)C(=O)CCC1CCCN(C(=O)CCOc2ccccc2)C1 (configuration not stated)	3	-7	7	0	-0.5	-2	-0.2	10	13	-10
38	COc1ccc(C(=O)OCC#CCSc2nnc(-c3cccc4ccccc34)o2)cc1	-7	-8	-4	30	-0.7	/	1.4	-12	/	-6
39	COCCCN(C(=O)Nc1ccc(C)c(C)c1)C(C)c1ccccn1 (configuration not stated)	7	-1	4	7	-0.1	-3	0.8	-10	17	-4
40	COc1cccc(CNc2ccc(S(=O)(=O)Nc3nccs3)cc2)c1O	5	-1	5	7	-0.3	-2	/	8	18	11

# Three structures already listed, ordered by SMILES length, falling.
item	SMILES	MazF activator	CCHF vOTU inh	PrPC surface inh	Y pestis TopoI	Vc quorum ag	SARS 3CLpro inh	TcdB GH inh	SSB-PriA inh	DUSP3 inh	Rv3671c inh
38	COc1ccc(C(=O)OCC#CCSc2nnc(-c3cccc4ccccc34)o2)cc1	-7	-8	-4	30	-0.7	/	1.4	-12	/	-6
26	CSCC[C@H](NC(=O)CC(C)(C)C)c1nc2ccccc2[nH]1	-2	-7	1	3	-2.9	3	/	4	30	-3
33	NNC(=O)c1cc(-c2ccccc2)sc1N	7	4	-3	-19	4.8	2	1.1	9	4	2

# Going on with the list.
item	SMILES	MazF activator	CCHF vOTU inh	PrPC surface inh	Y pestis TopoI	Vc quorum ag	SARS 3CLpro inh	TcdB GH inh	SSB-PriA inh	DUSP3 inh	Rv3671c inh
41	CN(c1ccccc1)S(=O)(=O)c1cccc(NC(=O)CSc2nncs2)c1	-1	1	3	3	-1.0	2	/	0	1	-1
42	CC(C)CN(CC(C)C)S(=O)(=O)N1CCC(C(=O)NCc2cccnc2)CC1	3	4	-8	12	0.1	3	-0.5	1	10	-18
43	COc1cccc(/C=C/C(=O)OCC(=O)Nc2cc(C(F)(F)F)ccc2Cl)c1	1	8	-3	-4	-3.4	-3	/	-1	-13	-19
44	CCOC(=O)c1ccc(Oc2nc(OC)nc(N(C)C)n2)cc1	7	-16	5	3	i	-2	/	-24	22	1
45	CC1(C(=O)O)CCC(C(=O)Nc2ccc(F)cc2)C1(C)C (configuration not stated)	4	7	-12	3	-0.3	-1	0.4	5	9	4
46	O=C(O)COc1ccccc1/C=N/NC(=O)CSc1nc2ccccc2s1	6	4	4	-9	-0.3	2	-0.2	i	-4	-5
47	O=C1CCC(CCC(=O)N2CCCC(C(=O)c3ccc(Cl)cc3)C2)=NN1 (configuration not stated)	-24	8	6	2	i	1	0.6	13	-12	6
48	Nc1nc(O)c(Sc2ccccc2[N+](=O)[O-])c(=O)[nH]1	6	13	-14	-3	-0.5	-3	1.5	-1	1	4
49	Cc1cnc(C(=O)Nc2cccc3ncccc23)cn1	8	-3	-6	-3	-0.8	-3	/	0	8	-1
50	Brc1ccc(-c2csc3[n+]2CCCCC3)cc1	-2	7	-3	5	i	6	0.3	-10	-5	-4
51	O=C(c1ccc(N2CCCC2=O)cc1)N1CCN(c2ccc(C(F)(F)F)cc2[N+](=O)[O-])CC1	13	4	-9	10	1.5	/	2.7	/	/	/
52	COc1cc(-c2noc(C)c2C(=O)NCC[C@@H]2CCCN2C)cc(OC)c1OC	2	-8	-4	-10	i	/	2.0	-2	/	0
53	Cc1ccccc1C1=C/C(=C(\SS/C(C(=O)c2ccc(OCC(=O)O)c(Cl)c2Cl)=C2\C=C(c3ccccc3C)SS2)C(=O)c2ccc(OCC(=O)O)c(Cl)c2Cl)SS1	-40	11	7	2	i	/	-1.8	62*	/	/
54	Cn1c(CNC(=O)c2ccccc2)nnc1SCC(=O)Nc1nccs1	15	-15	1	-8	-2.8	-1	0.6	-7	1	6
55	CC(C#N)(CCc1ccccn1)CCc1ccccn1	6	-2	-5	8	-0.9	/	0.4	-2	/	/
56	COc1ccccc1NC(=O)CSc1nc(SC)ns1	-1	1	10	-5	-0.2	-5	-0.2	-19	19	4
57	CCOc1cccc(/C=N/NC(=O)c2cc(-c3cccn3C)n[nH]2)c1O	-8	8	10	-3	-0.4	6	-4.5	/	10	10
58	Cc1ccccc1CS(=O)(=O)CC1(O)CCN(C(=O)c2cccc(C(F)(F)F)c2)CC1	-5	-2	3	7	-1.9	2	/	-7	0	-4
59	COc1ccc(C(=O)NCCc2nnc3ccc(SCC(=O)NCCc4ccc(OC)c(OC)c4)nn23)cc1	6	12	7	0	i	6	0.0	-8	14	1
60	COC(=O)c1cn(C(=O)c2cc(Cl)ccc2Cl)c2ccccc12	-1	-5	9	-2	i	3	-0.7	-7	18	-4
61	CC(Oc1ccc(Cl)cc1Cl)C(=O)Nc1ccncc1 (configuration not stated)	3	-4	16	2	6.2	2	/	-9	26	1
62	CCOC(=O)N/N=C(C)/C=C/c1ccco1	-3	5	-6	-6	0.8	4	0.5	/	-2	9
